P. falciparum M1AAP: malaria alanyl aminopeptidase activity blockers – biochemical, fluorogenic H-Leu-NHMec substrate, 1536-well (AID 1445); hit rate 0.42% among 220,000; recombinant M1AAP, H-Leu-NHMec fluorogenic kinetic assay; higher % means a stronger effect; inhibition, % at 30 µM; hits with a dose series show IC50 in µM;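 active = primary inhibition above the hit cutoff, then over 50% inhibition at one or more dose response concentrations, cut at about 23% in these data, passing the limit was not always enough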;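 note: plate controls were DMSO full reaction for no effect and no enzyme background for full effect; strong numbers were not always called active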
WT yeast gro inh: growth inhibition of WT yeast, mitochondrial fusion screen; mitochondrial fusion phenotypic screen, WT strain; inhibition, % at 10 µM; hit rate 2.1% among 190,000; AID 1362; in the data active = inhibition above about 58%; tested in S. cerevisiae
Yfh1-depleted yeast: enhancers of respiration in Yfh1-depleted yeast, dose response, Friedreich's ataxia, plus single-dose screen (AID 1465). S. cerevisiae Yfh1-off respiration, WST-1 reduction, 72 h; higher fold induction means a stronger effect. fold induction at 50 µM; hits with a dose series show EC50 in µM. hit rate 0.074% among 220,000;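 active = fold induction of absorbance versus untreated yeast above a set limit, then at least 30% activation at any dose in follow-up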;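 note: activators that raise dye reduction in frataxin-depleted yeast; strong numbers were not always called active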
LYP phosphatase: inhibitors of LYP phosphatase, biochemical, fluorescence intensity, uHTS (AID 1779) | recombinant LYP phosphatase, fluorescence intensity; higher % means a stronger effect | hit rate 0.054% among 290,000 | inhibition, % at 11.5 µM; hits with a dose series show IC50 in µM;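 note: plate controls were vehicle with enzyme for no effect and no enzyme for full effect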
P. falciparum M17LAP: P. falciparum M17LAP inhibitors, primary screen, biochemical, fluorogenic H-Leu-NHMec substrate, 1536-well (AID 1619). recombinant M17LAP, H-Leu-NHMec fluorogenic kinetic assay; higher % means a stronger effect. inhibition, % at 30 µM; hits with a dose series show IC50 in µM. hit rate 0.38% among 220,000;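 active = compound inhibiting the enzyme by more than half at any dose during confirmatory dose-response retesting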;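 note: plate controls were full reaction with DMSO carrier for no effect and no enzyme background for full effect; strong numbers were not always called active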
TNAP activation fold: human TNAP enzyme activators, primary screen, biochemical, luminescent, no phosphate acceptor, uHTS (AID 1001). purified TNAP, luminescent activation assay, no phosphate acceptor; higher activation fold means a stronger effect. one-dose activation fold at 20 µM; EC50 in µM for titrated hits. hit rate 0.03% among 200,000; in the data active = activation fold from about 3, or a potency from the dose series; inactive = the rest, 99 in 100 with activation fold below about 1.6; note: many of its hits are not listed in these tables
XIAP displacement: small molecules displacing peptide from XIAP – biochemical, IAP family, fluorescence polarization (AID 1018); XIAP BIR domain, fluorescence polarization peptide displacement; higher % means a stronger effect; displacement, % at 20 µM; hits with a dose series show IC50 in µM; hit rate 0.007% among 200,000; in the data active = displacement above about 50%; note: a part of the inactive calls stands beside numbers as strong as those of hits
human PMI inhibition: MPI enzyme activity inhibition – biochemical, fluorescence intensity, coupled assay, primary screen (AID 1209); purified PMI enzyme, coupled fluorescence intensity; higher % means a stronger effect; one-dose inhibition, % at 20 µM; IC50 in µM for titrated hits; hit rate 0.42% among 190,000;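 note: plate controls were DMSO vehicle for no effect and wells lacking substrate for full effect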
PMI inhibition: human PMI inhibitors, high substrate, primary screen, biochemical, fluorescence intensity, high mannose 6-phosphate (AID 1220). inhibition, % at 20 µM; hits with a dose series show IC50 in µM. hit rate 0.66% among 190,000. recombinant PMI enzyme, coupled fluorescence intensity; higher % means a stronger effect
WT yeast gro inh mutant strain: second read-out of WT yeast gro inh, no call of its own (marks repeat the call); inhibition, %; mitochondrial fusion phenotypic screen, mutant strain inhibition
Numbers without * were called inactive; i = inactive; . = no result given. Cut-off read from the data, not from the text of the source, unless noted: active = inhibition above about 50%; inactive = the rest.

SMILES | P. falciparum M1AAP | WT yeast gro inh | WT yeast gro inh mutant strain | Yfh1-depleted yeast | LYP phosphatase | P. falciparum M17LAP | TNAP activation fold | XIAP displacement | human PMI inhibition | PMI inhibition
O=C1CC(/C=C/c2ccc([N+](=O)[O-])cc2)=Nc2ccccc2N1 | 8% | . | . | i | 9% | 4% | . | . | . | .
NC(=S)N/N=C/c1cc([N+](=O)[O-])ccc1Cl | 6% | 1 | -21 | i | 6% | 4% | 1.1 | -4.6% | -2% | 10%
CC(=O)c1ccc(NC(=O)N2C3CCC2CC(O)(c2cccnc2)C3)cc1 (stereo not given) | 8% | 1 | 2 | i | 1% | 8% | 1.1 | 4.7% | -1% | 0%
CC(C)CSc1nnc2[nH]c(=O)cc(N)n12 | 4% | -17 | 1 | i | -7% | -2% | 0.7 | -6.7% | 1% | 5%
O=c1sc2ccccc2n1CCOc1ccccc1 | 6% | 10 | 13 | i | -7% | 2% | 1.1 | -4.1% | 7% | 6%
O=c1oc2c(CN3CCOCC3)c(O)c(Cl)cc2c2c1CCCC2 | 32µM* | -16 | 1 | i | -27% | i | 1.1 | -6.5% | -9% | 14%
O=C(N/N=C/c1cn(-c2ccccc2)nc1-c1cccs1)c1ccccc1F | 2% | 42 | 25 | i | 0% | 20% | 1.1 | -9.7% | 4% | 10%
Cc1cc(C(=O)NNc2ccc(F)cc2F)no1 | 0% | . | . | i | -4% | -2% | . | . | . | .
Cc1cc(C(=O)NCc2cccs2)no1 | 2% | 0 | 3 | i | -7% | -2% | 1.2 | 0.1% | -10% | -1%
CCC(CC)C(=O)c1c[nH]c(C(=O)NCc2cccs2)c1 | -3% | 5 | 8 | i | -6% | 2% | 1.1 | -4.1% | -1% | -6%
Cc1ccc2c(c1)C(c1ccc(O)cc1)(c1ccc(O)cc1)C(=O)N2C | 4% | -1 | -7 | i | 5% | -3% | 1.1 | -1.7% | -3% | -4%
CN(Cc1ccccc1)S(=O)(=O)c1ccc(Cl)c(C(=O)OCC(N)=O)c1 | -2% | . | . | i | -6% | -1% | . | . | . | .

Arranged by the number under human PMI inhibition (ascending): 3 of the compounds above
SMILES,P. falciparum M1AAP,WT yeast gro inh mutant strain,LYP phosphatase,P. falciparum M17LAP,TNAP activation fold,XIAP displacement,human PMI inhibition,PMI inhibition
O=c1oc2c(CN3CCOCC3)c(O)c(Cl)cc2c2c1CCCC2,32µM*,1,-27%,i,1.1,-6.5%,-9%,14%
NC(=S)N/N=C/c1cc([N+](=O)[O-])ccc1Cl,6%,-21,6%,4%,1.1,-4.6%,-2%,10%
O=C(N/N=C/c1cn(-c2ccccc2)nc1-c1cccs1)c1ccccc1F,2%,25,0%,20%,1.1,-9.7%,4%,10%

Following part.
SMILES | P. falciparum M1AAP | WT yeast gro inh | WT yeast gro inh mutant strain | Yfh1-depleted yeast | LYP phosphatase | P. falciparum M17LAP | TNAP activation fold | XIAP displacement | human PMI inhibition | PMI inhibition
CCCCc1c(O)c2ccccc2[nH]c1=O | 6% | 3 | 2 | i | -4% | 6% | 1.1 | -0.2% | -7% | 15%
O=C(Nc1nc2ccsc2c(=O)s1)C1CCC1 | 3% | . | . | i | -3% | 14% | . | . | . | .
Cc1ccc(S(=O)(=O)N2CCCCC2)cc1NC(=O)CSc1ncn[nH]1 | 4% | 6 | 15 | i | -4% | -4% | 1.1 | -10% | 12% | 7%
COc1ccc(NC(=S)NCC2CCCO2)c(OC)c1 (stereo not given) | 7% | 6 | -2 | i | -5% | 6% | 1.1 | -0.3% | 13% | 8%
CC(C)NC(=O)CN1CCC(c2ccccc2)C(O)C1 (stereo not given) | 0% | -11 | 22 | i | -12% | -9% | 1.1 | -5.6% | -2% | -5%
Cc1ccc(-c2nnc(Nc3ccc(C(=O)N(C)C)cc3)c3ccccc23)cc1S(=O)(=O)NC(C)(C)CO | 14% | . | . | i | -5% | 8% | . | . | . | .
Cc1ccc(S(=O)(=O)Nc2ccc3nc(C)sc3c2)cc1 | 2% | . | . | i | -3% | -2% | 1.1 | -4.7% | 15% | 22%
Cc1ccc(C(=O)CSc2nnc(-c3cccnc3)n2N)cc1 | -3% | 8 | -17 | i | -3% | -11% | 1.1 | 0.3% | 4% | -3%
CCn1c(SCC(=O)N/N=C/C=C/c2ccccc2[N+](=O)[O-])nnc1-c1ccc(Cl)cc1 | 3% | 11 | 0 | i | -1% | -3% | 1 | -13% | -2% | -2%
c1ccc(CNc2nc(NCc3ccccc3)c3ccccc3n2)cc1 | 4% | . | . | i | -14% | 1% | . | . | . | .
COC(=O)CSc1nnc(CNC(=O)c2cc(OC)c(OC)c(OC)c2)n1C | 14% | -11 | -1 | i | 4% | 2% | 1.1 | -2.8% | -6% | -6%
CCn1c(N2CCN(C(=O)Nc3ccc(F)cc3)CC2)nc2ccccc21 | 4% | 17 | 4 | i | -4% | -12% | 1.1 | -4.2% | 0% | -4%
CCCS(=O)(=O)Nc1cccc(-c2ccc3nnc(C)n3n2)c1 | -2% | -12 | -1 | i | -6% | -6% | 1.1 | -0.2% | -7% | -5%
C=C(C)CN(CC)C(=O)c1ccc(OC2CCN(S(=O)(=O)N(C)C)CC2)cc1 | 0% | 0 | -5 | i | -7% | -9% | 1 | -14% | 0% | 3%
CC(=O)NCc1c(Cl)cccc1-n1cccc1 | -1% | -14 | -10 | i | -6% | -15% | 1.1 | -1.8% | 5% | 6%
COc1cc2c(cc1OC)C(C)=NCC2 | 12% | 1 | -11 | i | -18% | 0% | 1.1 | -5.6% | 9% | 3%
O=C(Cc1ccccc1)NNC(=O)Nc1ccccc1 | -2% | -2 | -2 | i | -1% | 15% | 1.1 | -4.4% | 4% | 0%
Cc1ccc(C(=O)Oc2ccc(-c3nccc(-c4ccccn4)n3)cc2)cc1 | 1% | -1 | 31 | i | -1% | -6% | 1 | -7.9% | 9% | 6%
COc1cccc(N2CC(O)=C(c3ccccc3)C2=N)c1 | 0% | -4 | -9 | . | -4% | -2% | 1.1 | -4.1% | 5% | 6%
O=C(/C=C/c1ccc(Cl)cc1)Nc1ccc(CN2CCOCC2)cc1 | -1% | 27 | 25 | i | -6% | 12% | 1 | -9.3% | 11% | 2%
Nc1nc(-c2ccccc2)cs1 | 3% | -4 | -4 | i | -10% | -1% | 1.3 | -2.1% | -7% | -7%
Nc1c2c(nc3ccccc13)N(c1ccccc1)CC2 | -2% | 8 | 3 | i | 0% | -56% | 1.1 | -2.6% | 5% | 1%
COc1ccc(-n2c(N)cc(=O)[nH]c2=O)cc1 | 7% | . | . | i | -6% | 9% | . | . | . | .
O=C(Nc1ccc(N2CCN(C(=O)c3ccc(Cl)cc3)CC2)cc1)c1cccnc1 | 3% | 23 | 28 | i | -2% | -15% | 1.1 | -3.6% | 20% | 12%
CN(C)c1ccccc1C(=O)c1ccccc1N(C)C | 19% | 6 | 6 | i | 2% | 4% | 1 | -2.9% | 9% | 2%
Cc1ccccc1-c1nnn(CC(=O)N2CCN(S(=O)(=O)c3ccc(Cl)cc3)CC2)n1 | -1% | -3 | -4 | i | -9% | 10% | 1 | -7.9% | 11% | 4%
COC(=O)Cn1c(=NC(=O)C(C)C)sc2c(C)cc(C)cc21 | 3% | 10 | 1 | i | -6% | -8% | 1 | -5.4% | 2% | 2%
Cc1ccc(F)cc1NC(=O)CN1CCN(c2ccccn2)CC1 | 1% | -8 | -12 | i | -3% | 7% | 1 | -4.6% | -2% | -1%
Cc1cccc(C)c1NC(=O)CNC(=O)Cc1ccc(Br)cc1 | 6% | -6 | 4 | i | -2% | -4% | 1.1 | -2.2% | 1% | -1%
NC(=O)C1CCN(C(=O)c2cccc(S(=O)(=O)N3CCc4ccccc4C3)c2)CC1 | 3% | 4 | 7 | i | -11% | 1% | 1 | -6.3% | -8% | -3%
Cc1ccc(N2CN=c3s/c(=C\c4cccnc4)c(=O)n3C2)cc1 | 5% | -3 | 5 | i | -5% | 3% | 1 | -8.1% | 15% | 25%
COc1ccc(C)cc1NC(=O)C(Sc1nnc(-c2ccncc2)n1-c1ccc(Cl)cc1)c1ccccc1 (stereo not given) | -2% | 17 | 7 | i | 10% | 12% | 0.9 | -11% | 26% | 17%
Cc1cc(NC(=O)COn2nnc3ccc(S(C)(=O)=O)cc32)ccc1Br | 0% | . | . | i | -3% | -20% | . | . | . | .
Cc1ccc(C(c2nnnn2CC2CCCO2)N2CCN(Cc3ccccc3)CC2)cc1 (stereo not given) | 1% | -2 | -9 | i | -4% | -16% | 1 | -6.4% | . | .
O=C1c2cccc3c([N+](=O)[O-])c(O)cc(c23)C(=O)N1Nc1ccccc1 | 8% | 12 | 1 | i | -2% | 14% | 1 | -1.1% | -22% | -3%
CC(NC(=O)C1CCC(=O)N1Cc1ccc(F)cc1)c1ccc2c(c1)OCCO2 (stereo not given) | 0% | 7 | 4 | i | -3% | 10% | 1.1 | -3.0% | 1% | 0%
CC(Oc1ccc(F)cc1)C(=O)/C=C\N(C)C (stereo not given) | -2% | -10 | 3 | i | 6% | 2% | 0.9 | -9.4% | -1% | -2%
CC(C)N1CCC(N2CCN(Cc3cccc4nonc34)CC2CCO)CC1 (stereo not given) | 5% | 11 | 6 | i | 0% | -6% | 1 | 0.4% | . | .
CCC(=O)N/C(N)=N/c1nc(C)c2cc(OC)ccc2n1 | 19% | -3 | 18 | i | -8% | -46% | 1.2 | -3.4% | 9% | 6%
c1csc(C(c2nnnn2C2CCCC2)N2CCOCC2)c1 (stereo not given) | 4% | 9 | 25 | i | -5% | 3% | 1.1 | 0.1% | -8% | -5%
O=C(NC(NC(=O)c1ccccc1)C(=O)c1ccccc1)c1ccccc1 | 0% | -5 | -8 | i | -1% | -5% | 1.1 | -6.6% | 109%* | 6%
Cc1ccc2c(c1)cc(CN(CCc1ccccc1)C(=O)N1CCOCC1)c1nnnn12 | 1% | 13 | 18 | i | -11% | -3% | 1.1 | -1.8% | 5% | -1%
FC(F)(F)c1ccc(C2Nc3cccc4cccc(c34)N2)cc1 | 1% | 14 | 10 | i | -2% | 7% | 1 | -1.0% | -28% | 21%
Cc1ccc(C(=O)COc2nc(C)nc3ccccc23)cc1 | 1% | -3 | 6 | i | -5% | -8% | 1.1 | -12% | -37% | -26%
CN(C)c1cc(-c2cccc([N+](=O)[O-])c2)oc(=O)c1Cl | 2% | . | . | i | -5% | 4% | . | . | . | .
Cc1cccc(-c2noc(-c3ccno3)n2)c1 | 4% | . | . | i | -3% | -1% | . | . | . | .
Nc1nc(SCC(=O)Nc2ccc(Br)cc2F)n[nH]1 | -1% | -11 | -32 | i | -11% | 38% | 1.1 | -3.2% | 7% | 2%
CCCCCCCCNc1ncnc2ccccc12 | 8% | 69 | 79 | i | -5% | -3% | 1 | -0.6% | 5% | 3%
Cc1cc(NC(=O)CSc2nnnn2C2CCCC2)no1 | 3% | 9 | -2 | i | -7% | -9% | 1.1 | -1.7% | -4% | -8%

Assay outcomes: PubChem BioAssay, several laboratories
